# S3 lipid droplet: qHTS Assay for Lipid Storage Modulators in Drosophila S3 Cells; Drosophila S3 cells, BODIPY lipid droplet fluorescence, 18-24 h; cells fed with added oleic acid; Potency in µM for hits, for the others lipid storage change, negative = inhibition, % at the top dose, mostly 46.1 µM; 0.64% of 320,000 active; active = well fitted inhibition curve with a large enough effect in the signal ratio, with a control signal flat, not every such curve was filed as active; inconclusive = small, poorly fitted or top-dose-only effect, or effect the other way, or a change in a side signal; the % refers to the signal ratio
#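 Drosophila S3 cells loaded with oleic acid (400 uM, as added) and compounds at several concentrations; lipid droplets imaged by 488-nm laser-scanning cytometry, 500–530 nm intensity and object ratio to cell channel. Percent activity normalized to 20 uM Triacsin C.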
# S3 lipid droplet cell count max: recorded beside S3 lipid droplet, whose call it bears; cell number change, %; measured here: cell count max response;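 cells counted by Cell Tracker Red CMTPX staining in the red channel; peak over a dose series mostly up to 46.1 µM; percent activity relative to internal control wells on each plate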
# The depositor's hits bear a star; i = inactive; ? = inconclusive; · = no result given. % is scaled to controls: 0 for no effect and ±100 for the full control effect; potency is read from the fitted curve at half-maximal effect. An excerpt; count on the stated rates, not on these rows.
# Order of values – S3 lipid droplet, S3 lipid droplet cell count max
CCCC(=O)Nc1ccc2c(c1)nc1n2CCOC1
 : -3%, 13
CCOC(=O)C(NC(=O)c1cccc(Cl)c1)(OCc1ccc(F)cc1)C(F)(F)F (stereo unspecified)
 : ?, ·
O=C(CCc1ccccc1)Nc1ccnn1C1CCN(C/C=C/c2ccccc2)CC1
 : 8%, ·
CCN(CC(=O)NC(C)C)C(=O)C(CCSC)NC(=O)c1ccccc1OC (stereo unspecified)
 : ?, ·
CC(C)Cn1c(=O)c2sccc2n2c(CCCC(=O)NC3CCN(Cc4ccccc4)CC3)nnc12
 : i, 7
CCOC(=O)Nc1nnc(CCc2ccccc2)s1
 : ?, ·
C=Cn1cc[n+](CC(=O)c2ccc(OC)c(OC)c2)c1
 : ?, ·
O=C1C[C@@H](c2ccc(O[C@@H]3O[C@H](CO)[C@@H](O)[C@H](O)[C@H]3O)cc2)Oc2cc(O)ccc21
 : ?, ·
COc1cccc(CNC(=O)C2CCC(=O)N(CC3CCCCC3)C2)c1OC (stereo unspecified)
 : i, -17
COc1ccc(NS(=O)(=O)c2ccc(-c3n[nH]c(=S)n3Cc3ccccc3)cc2)cc1
 : ?, ·
COc1ccc(C)cc1NC(=O)c1nnn(CCc2ccccc2)c1N
 : ?, ·
Cc1ccc(C(=O)Nc2nc(=O)n(C(=O)C3CC3)s2)cc1
 : 15%, 23
Cc1cc(C)c(C(=O)CSc2nc(C)cc(=O)[nH]2)c(C)c1
 : -7%, 3
CSc1nc(Sc2ccccc2Cl)c2ccccc2n1
 : ?, ·
CNC(=O)c1c(NC(=O)C2=COCCO2)sc(C)c1C
 : ?, ·
Cc1cccc(Nc2nnc(SCC(=O)Nc3ccc(C(=O)O)cc3)s2)c1
 : ?, ·
CC1(C)Oc2ccc3ccc(=O)oc3c2/C(=N/O)C1=O
 : -16%, 6
Cc1c(NC(=O)COc2cccc(Br)c2)c(=O)n(-c2ccccc2)n1C
 : ?, ·
CC1(C)CC[C@]2(C(=O)O)[C@H](O)C[C@]3(C)C(=CCC4[C@@]5(C)C[C@H](O)[C@H](O)[C@@](C)(CO)C5CC[C@]43C)[C@@H]2C1 (stereo partly specified)
 : ?, ·
Cc1ccc(NC(=O)C2CCCN2C(=O)NC2CCCCC2)cc1F (stereo unspecified)
 : ?, ·

# Random excerpt: three entries already listed.
# Order of values – S3 lipid droplet, S3 lipid droplet cell count max
CC1(C)CC[C@]2(C(=O)O)[C@H](O)C[C@]3(C)C(=CCC4[C@@]5(C)C[C@H](O)[C@H](O)[C@@](C)(CO)C5CC[C@]43C)[C@@H]2C1 (stereo partly specified)
 : ?, ·
COc1ccc(NS(=O)(=O)c2ccc(-c3n[nH]c(=S)n3Cc3ccccc3)cc2)cc1
 : ?, ·
O=C(CCc1ccccc1)Nc1ccnn1C1CCN(C/C=C/c2ccccc2)CC1
 : 8%, ·

# Following part:
# Order of values – S3 lipid droplet, S3 lipid droplet cell count max
CC(C)C(=O)Nc1ccc(C(=O)CN2C(=O)NC3(CCOc4ccccc43)C2=O)cc1 (stereo unspecified)
 : ?, ·
NS(=O)(=O)c1ccc(CCNc2ncnc3sccc23)cc1
 : ?, ·
CC1CCCC(C)N1c1nnc(NC(=O)Cn2c(=O)oc3ccccc32)s1 (stereo unspecified)
 : ?, ·
OC(CN1CCCCC1)Cn1c2ccccc2c2ccccc21 (stereo unspecified)
 : i, -1
O=C(CNC(=O)c1cccs1)OCC(=O)c1cccs1
 : 0%, 5
CC(C)CCN1CCN=C1N(C)C
 : ?, ·
COc1cc(N)c(C(=O)c2nccc3cc(OC)c(OC)cc23)cc1OC
 : ?, ·
Cc1ccc(C(=O)COC(=O)c2cc(Cl)nc3ccccc23)cc1C
 : ?, ·
Cc1ccc(CN(C(=O)c2ccc(Cl)c([N+](=O)[O-])c2)C2CCS(=O)(=O)C2)o1 (stereo unspecified)
 : ?, ·
CCN1C(=O)/C(=C/c2nc3ccccc3c(=O)[nH]2)c2ccccc21
 : 5%, 12
O=C(Cc1cccs1)NCCc1csc(-c2ccccc2)n1
 : -8%, -5
O=C1Cn2c(nc3ccccc32)N1c1cccc(C(F)(F)F)c1
 : ?, ·
COc1ccc(CNC(=O)CCNS(=O)(=O)c2ccc3c(c2)oc(=O)n3C)cc1
 : -4%, ·
C/C=C/c1ccc(OCC(=O)O)c(OC)c1
 : -2%, 26
COc1ccc(S(=O)(=O)NCCOc2ccc(Cl)cc2)cc1
 : ?, ·
CCCCCCc1c(O)nc(SCC(=O)O)[nH]c1=O
 : ?, ·
COc1ccc(CN2CCN(Cc3ccc4cc(F)ccc4n3)CC2CCO)c(C)c1C (stereo unspecified)
 : ?, ·
O=C(O)[C@@H]1CCCN1C(=O)c1ccccc1N1C(=O)[C@@H]2Cc3c([nH]c4ccccc34)C(c3cccc(Cl)c3)N2C1=O (stereo partly specified)
 : ?, ·
Cc1ccc(C(=O)N2CCN(c3ccccc3)CC2)cc1S(=O)(=O)N1CCOCC1
 : 0%, 22
CCCc1cc2c(=O)c(-c3ccccn3)c(C)oc2cc1O
 : 11%, -9
CCOC(=O)c1cnc2scnn2c1=O
 : 5%, 8
CCOC(=O)N1CCN(C(=O)CNCc2cccs2)CC1
 : i, 20
O=c1cc(N2CCN(c3ccc(F)cc3)CC2)[nH]c(=O)n1C1CCCCC1
 : -2%, ·
OC1(c2ccc(Cl)cc2)CCN(Cc2cn[nH]c2-c2ccccc2)CC1
 : 3%, 8
COc1ccc(N2CCN(CCNC(=O)c3ccc4nc5ccccc5c(=O)n4c3)CC2)cc1
 : ?, ·
C=CCn1c(-c2ccco2)n[nH]c1=S
 : -5%, 14
CCN(CC(=O)Nc1c(F)cccc1F)C(=O)CN1C(=O)C2CCCCC2C1=O (stereo unspecified)
 : ?, ·
CC(=O)Nc1ccc(NC(=O)C2CCN(c3ccc(C(F)(F)F)cn3)CC2)cc1
 : 7%, 21
Cc1ccc2c(c1)N(C(=O)CCC(=O)N1CCN(c3ccccc3)CC1)CCO2
 : -13%, 3
O=C(Nn1cnnc1)c1ccccc1CCc1ccccc1
 : ?, ·
CCc1ccc(OCC(=O)N/N=C\c2ccco2)c([N+](=O)[O-])c1
 : ?, ·
COC(=O)c1ccc2c(c1)NC1=C(C(=O)CC(C)(C)C1)C(c1ccncc1)N2 (stereo unspecified)
 : 13%, -25
CCC(=O)OCC(=O)Nc1ccc([N+](=O)[O-])cc1OC
 : 21%, 0
O=C(Nc1ccc2nc(C3CC3)n(Cc3ccc(F)cc3)c(=O)c2c1)c1ccco1
 : 11%, -22
O=C(Nc1cccc(-c2nc3ccccc3o2)c1)c1cccnc1
 : ?, ·
CCCN(C(=O)COC(=O)CC1CCCCC1)c1c(N)n(Cc2ccccc2)c(=O)[nH]c1=O
 : ?, ·
O=C(NNS(=O)(=O)c1ccc(Cl)cc1)NC1CCCCC1
 : 22%, 10
CCOC(=O)c1c(O)c2ccccc2n(CC)c1=O
 : -20%, 14
C=C(C)c1cccc(C(C)(C)NC(=O)Nc2ccccc2OCC)c1
 : ?, ·
COc1ccc(CNc2nc3nc(C)c(Cl)c(C)n3n2)cc1
 : 9%, -1
Cc1ccc(NC(=S)NC(NC(=O)c2ccccc2C)C(Cl)(Cl)Cl)c(C)c1 (stereo unspecified)
 : i, -3
COc1cc(OC)cc(-c2nnc(SCc3cccnc3)o2)c1
 : ?, ·
COc1ccccc1/C=C\C=N\n1c(-c2ccc(Cl)cc2Cl)n[nH]c1=S
 : ?, ·
Cc1ccc(S(=O)(=O)CCC(=O)N2CCN(c3ccc([N+](=O)[O-])cc3)CC2)cc1
 : i, -4
COc1ccc(CNC(=O)CCS(=O)(=O)Cc2ccc(C)cc2)c(OC)c1
 : 0%, -14
Cc1cc(C)nc(NCC(O)COc2ccccc2C)n1 (stereo unspecified)
 : 11%, -20
COc1ccccc1CNC(=O)CSc1nc2c(oc3ccccc32)c(=O)n1CC1CCCO1 (stereo unspecified)
 : 20%, -1
Cc1ccc(NC(=O)COC(=O)c2cccnc2)cc1
 : -5%, -12
Cn1c(CNC(=O)c2ccccc2F)cc2ccccc21
 : ?, ·
O=C(Nc1cccc([N+](=O)[O-])c1)C1C2CC/C=C\CCC21 (stereo unspecified)
 : 1%, 6
CCOc1ccc(Br)cc1-c1noc(-c2cccs2)n1
 : ?, ·
CCOC(=O)c1cc(-c2ccc(C)o2)nn1CCC#N
 : ?, ·
O=C(CSc1ncnc2c1nnn2-c1ccc(F)cc1)NCc1ccco1
 : ?, ·
CN(C)CCCCCNCCCNC(=O)/C=N\O
 : ?, ·
CCOc1ccc(/C=C/C(=O)N(CC)CC(=O)Nc2ccc3c(c2)OCCO3)cc1OCC
 : ?, ·
COc1ccc(NC(=O)CCSc2ccc3ccccc3n2)cc1
 : ?, ·
Cc1c(C(=S)Nc2ccccc2)cnn1-c1ccc([N+](=O)[O-])cc1
 : ?, ·
COCCNC(=O)/C(C#N)=C/c1nc(N(C)C)n(-c2ccc(F)cc2)c1Cl
 : ?, ·
CC(C)/C(=N/Nc1ccccc1[N+](=O)[O-])c1ccccc1
 : 9.2µM*, -13*
COc1ccc([N+](=O)[O-])cc1NC(=O)c1cn(-c2ccc(Cl)cc2)c(=O)c2ccccc12
 : 27%, ·

# Single records (already shown):
# `COc1cc(OC)cc(-c2nnc(SCc3cccnc3)o2)c1` is entered as S3 lipid droplet = ?; S3 lipid droplet cell count max = ·
# `COc1ccc(NC(=O)CCSc2ccc3ccccc3n2)cc1` is entered as S3 lipid droplet = ?; S3 lipid droplet cell count max = ·
# `COc1ccccc1CNC(=O)CSc1nc2c(oc3ccccc32)c(=O)n1CC1CCCO1` (stereo unspecified) is entered as S3 lipid droplet = 20%; S3 lipid droplet cell count max = -1

# Continued.
# Order of values – S3 lipid droplet, S3 lipid droplet cell count max
Cc1cc2cc(CN(CC3CCCO3)C(=O)c3cnccn3)c(=O)[nH]c2cc1C (stereo unspecified)
 : ?, ·
O=C(CN1CCN(c2ccccn2)CC1)N1c2ccccc2CCc2ccccc21
 : -3%, -24
CCCCOc1ccccc1C1NC(=O)NC(C)=C1C(=O)OCCOCC (stereo unspecified)
 : ?, ·
Cc1cc(Br)ccc1NC(=O)CN(C)C(=O)CN1C(=O)NC(C)(C2CC2)C1=O (stereo unspecified)
 : ?, ·
COc1ccc2cc(-c3cc(C(=O)OCC(=O)Nc4c(C)n(C)n(-c5ccccc5)c4=O)c4ccccc4n3)ccc2c1
 : ?, ·
CCOC(=O)c1c(C)[nH]c(C)c1S(=O)(=O)NCCN1CCN(c2cc(Cl)ccc2C)CC1
 : ?, ·
OC(COc1ccc2c(c1)CCC2)CN1CCN(c2ccccc2F)CC1 (stereo unspecified)
 : ?, ·
COc1cc(CNCc2ccc(OC)c3ccccc23)cc(OC)c1OC
 : ?, ·
CC1(C)Oc2ccc3ccc(=O)oc3c2/C(=C/NCCO)C1=O
 : ?, ·
O=S(=O)(N[C@@H]1C[C@H]2CC[C@@H]1C2)c1cccs1
 : ?, ·
O=C(COC(=O)c1cc(-c2cccs2)nn1-c1ccccc1)Nc1cccc([N+](=O)[O-])c1
 : ?, ·
O=C(N[C@@H](Cc1ccccc1)C(=O)O)c1cccnc1
 : ?, ·
O=C(Nc1ccccc1)Nc1ccc2ccccc2c1
 : 12%, 5
Cc1ccc(-c2nc3ncccc3o2)cc1NC(=O)C(C)(C)C
 : ?, ·
Cc1ccc(N2C(=O)/C(=C\c3ccc(C(C)C)cc3)N=C2SC2CCOC2=O)cc1 (stereo unspecified)
 : -11%, -3
CSc1ccc(NC(=O)N2CC=C(n3c(=O)[nH]c4ccccc43)CC2)cc1
 : ?, ·
COCc1c(C(=O)N/N=C/c2cccc3ccccc23)nnn1-c1nonc1N
 : 15%, 14
O=C(O)CC(NC(=O)C12CC3CC(CC(C3)C1)C2)c1cc([N+](=O)[O-])ccc1Cl (stereo unspecified)
 : 4%, 13
O=C(CCn1nnnc1CN1CCOCC1)N1CCC(c2ccccc2F)C1 (stereo unspecified)
 : ?, ·
COc1c(C(=O)Nc2ccc(Cc3ccncc3)cc2)ccc2ccccc12
 : 4%, -19
CCOC(=O)c1c(CSc2ccccc2)n(C)c2cc(Br)c(OC)c(O)c12
 : ?, ·
CCOc1ccc(CN(C)C(=O)c2cc3ccccc3o2)cc1OC
 : ?, ·
Cc1ccc(S(=O)(=O)Oc2cc(N)c3c(n2)CCC3)cc1
 : ?, ·
CN1CCN(C(=O)c2cc3nc(-c4ccco4)cc(C(F)(F)F)n3n2)CC1
 : 6%, ·
O=C(Nc1ccc2c(c1)ncn2C1CCCCC1)c1ccco1
 : ?, ·
CCOc1ccc(C(=O)OCC(=O)N2CCCC2)cc1OCC
 : i, -21
Cc1ccccc1NS(=O)(=O)c1ccc(C(=O)N2CCCC2)cc1
 : ?, ·
CCOc1ccc(C(C)=O)cc1Cc1c(O)nc(N)[nH]c1=O
 : ?, ·
Cc1n[nH]c(C)c1S(=O)(=O)N1CCN(S(=O)(=O)c2ccccc2C#N)CC1
 : 15%, 20
CC(C)(C)c1ccc(C(=O)NCc2ccccc2)cc1
 : -23%, -10
CN(C)c1ccc(-n2cccc2/C=C2/SC(=Nc3ccc(F)cc3)NC2=O)cc1
 : 7%, -15
O=C1CN(S(=O)(=O)c2ccccc2)CCN1S(=O)(=O)c1ccccc1
 : -1%, -2
O=c1c2ccccc2n2c(-c3ccc(F)cc3)nnc2n1Cc1ccccc1
 : ?, ·
COc1ccc([C@@H]2[C@@H]3C(=O)N(C(C)(C)C)C(=O)[C@@H]3[C@]3(C)C(=O)N(c4ccccc4)C(=O)N23)cc1
 : ?, ·
C/C(=N\NC(=O)c1nnn(-c2nonc2N)c1CN1CCCCCC1)c1ccc(Br)cc1
 : ?, ·

# Bioassay records: PubChem, National Center for Advancing Translational Sciences (NCATS)
